From PubChem BioAssay
HSF1 activator = HSF-1 activators, primary screen, NIH3T3-HGL cells, MG132 stress, luminescence, single point; NIH3T3-HGL HSF-1 luciferase reporter, 8 h; 100% = twice DMSO control signal; activation, % at 9 µM; 300,000 compounds, 1.7% hits; AID 504408, 2011;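 active means mean replicate activation of at least 50% with a set share of replicates each reaching 50%; inconclusive means only one of those two conditions met; inactive means mean below 50% and too few replicates reaching it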;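 further: 0% = median of the neutral control wells and 100% = twice that signal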
IEC-6 tox = cytotoxicity in IEC-6 intestinal epithelial cells, primary screen, cytotoxicity control for KLF5 inhibitor project, cell-based, luminescence. IEC-6 cytotoxicity, luminescence viability. inhibition, % at 5 µM. 290,000 compounds, 0.78% hits. AID 1825, 2009; in the data active means inhibition above about 22%;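 further: 0% = plate median of test compound wells and 100% = cytotoxic reference compound wells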
HSF1 inhib = HSF1 inhibitors in luciferase reporter cells, primary screen, cell-based, NIH3T3, luminescence. NIH3T3-HGL HSE-luciferase, MG132-induced, luminescence 8 h; stronger effect = lower value. activity change, negative = inhibition, % at 7.5 µM (by protocol). 300,000 compounds, 0.77% hits;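 active means more than half of replicate wells show activity change below -50%, luminescence cut by over half; inconclusive means some wells, but at most half, below -50%; inactive means no replicate well below -50%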;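 further: luciferase reports HSF-1 transcriptional activity via heat shock element; 0% = median of DMSO wells and -100% = zero luminescence signal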
HIF act = HIF pathway transcriptional activators, primary screen, cell-based, U2OS HRE-luciferase, luminescence; AID 1910, 2009; U2OS HRE-luciferase reporter; normalized: DMSO 0%, desferrioxamine 100%; 300,000 compounds, 0.32% hits; activation, % at 7.5 µM (by protocol);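 active means mean activation of at least 10% of the iron chelator positive control signal, with at least half of replicates also reaching 10%; inconclusive means mean and replicate majority disagree about reaching 10%; inactive means mean and most replicates under 10%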
aSyn 5UTR inh = MLPCN primary screen, SNCA 5' untranslated region; alpha-synuclein 5'UTR reporter, inhibitor activity; inhibition, % (tested at 7.5 µM); 300,000 compounds, 0.82% hits; in the data active means inhibition above about 60%; inconclusive means no clear call, values can overlap the other calls;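 further: H4 neuroglioblastoma cells stably carrying SNCA 5'UTR luciferase fusion; 0% = DMSO wells and 100% = positive control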
KLF5 inh = KLF5 expression inhibitors, primary screen, DLD-1 cells, luminescence | DLD-1 KLF5 promoter-luciferase reporter | 290,000 compounds, 0.23% hits | inhibition, % at 5 µM | AID 1700, 2009;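 active means inhibition above a per-plate limit of that plate's mean compound inhibition plus 3 SD, cut at about 60% in these data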;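 further: 0% = DMSO wells and 100% = LY294002 at 200 µM; higher means less KLF5 promoter-driven luciferase light; inactives centre near -14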
AI-2 QS mod = Vibrio harveyi AI-2 quorum sensing modulators, primary screen, JMH597 strain, luminescence/OD600 ratio. 300,000 compounds, 0.4% hits. activity change, % at 7.5 µM. AID 2094, 2009. Vibrio harveyi JMH597 AI-2 luminescence/OD600 ratio, 9 h; stronger effect = lower value; strain lacks LuxN and CqsS sensors; 0 = neutral-control median; in the data active means activity change below about -75%, passing the limit was not always enough; inconclusive means no clear call, values can overlap the other calls;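 further: luminescence divided by OD600 gain over 9 h not by final OD600 alone; inactives centre near 13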
GSK3B inh = human GSK3beta kinase inhibitors, primary screen, biochemical, cell-free homogeneous, HTS; GST-GSK3beta kinase, ADP-Glo luminescence, 60 min; stronger effect = lower value; activity score (negative = inhibition), % at 10 µM; 300,000 compounds, 0.038% hits; AID 2097, 2009;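 active means more than half of replicate wells score below -50%, meaning over 50% inhibition versus plate controls; inconclusive means some replicates but at most half score below -50%; inactive means no replicate scores below -50%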;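 further: 0% = median DMSO wells and -100% = median GW8510 positive control wells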
Target sequence (P49841 whole entry, looked up): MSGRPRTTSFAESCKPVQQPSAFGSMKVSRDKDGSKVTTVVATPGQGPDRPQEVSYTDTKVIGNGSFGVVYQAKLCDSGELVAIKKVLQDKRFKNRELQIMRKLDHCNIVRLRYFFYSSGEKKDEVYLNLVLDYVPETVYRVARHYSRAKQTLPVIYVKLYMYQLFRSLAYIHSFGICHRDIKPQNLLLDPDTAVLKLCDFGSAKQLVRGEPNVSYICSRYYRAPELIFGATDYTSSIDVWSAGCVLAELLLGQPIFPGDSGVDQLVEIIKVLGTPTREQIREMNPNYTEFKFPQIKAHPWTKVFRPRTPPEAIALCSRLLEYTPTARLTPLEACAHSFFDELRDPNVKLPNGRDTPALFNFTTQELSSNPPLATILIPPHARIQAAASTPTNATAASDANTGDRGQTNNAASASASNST
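Test system: GST-tagged human GSK3beta kinase, cell-free; evaluation: activity score scaled between in-plate DMSO and GW8510 controls; measured by: ADP-Glo luminescence; incubation: 60 min reaction, RT; benchmarks: DMSO and 20 µM GW8510; reagent: peptide substrate plus 25 µM ATP (final); medium: Tris/MgCl2 kinase buffer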
GSK3A inh = blockers of GSK3A enzyme activity – biochemical, luminescence, cell-free homogeneous, HTS, primary screen; inhibition, % at 10 µM; 320,000 compounds, 0.1% hits; Glycogen synthase kinase-3 alpha (Homo sapiens), P49840; GSK-3 alpha kinase, ADP-Glo luminescence, 60 min; AID 2650, 2010;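 in the data active means inhibition above about 50%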;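 further: GST-tagged GSK-3 alpha with peptide substrate and 25 µM ATP; 0% = DMSO neutral wells and 100% = GW8510 positive control wells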
Target sequence (P49840 whole entry, looked up): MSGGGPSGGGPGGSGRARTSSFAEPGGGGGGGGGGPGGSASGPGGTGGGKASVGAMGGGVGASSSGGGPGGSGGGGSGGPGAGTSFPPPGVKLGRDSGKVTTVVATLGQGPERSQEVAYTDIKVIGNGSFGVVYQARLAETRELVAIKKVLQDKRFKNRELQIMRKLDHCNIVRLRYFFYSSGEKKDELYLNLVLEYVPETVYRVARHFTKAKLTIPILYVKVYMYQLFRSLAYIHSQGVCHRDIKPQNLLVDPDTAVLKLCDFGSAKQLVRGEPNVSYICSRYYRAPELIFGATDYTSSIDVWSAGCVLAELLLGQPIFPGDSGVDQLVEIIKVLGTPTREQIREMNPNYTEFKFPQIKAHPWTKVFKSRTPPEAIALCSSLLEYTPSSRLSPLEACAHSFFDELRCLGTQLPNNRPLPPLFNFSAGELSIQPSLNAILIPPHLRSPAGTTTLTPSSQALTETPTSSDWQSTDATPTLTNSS
HSP90 refold inh = HSP90 inhibitors, primary screen, cell lysate, luminescence | 290,000 compounds, 0.91% hits | inhibition, % at 5.6 µM | Rabbit reticulocyte lysate, luciferase refolding luminescence, 3 h | Heat shock protein HSP 90 (rabbit reticulocyte lysate; luciferase refolding);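 active means inhibition above the screen-wide mean plus 3 SD, computed separately per campaign, cut at about 16% in these data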;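 further: 0% = DMSO wells and 100% = 60 µM geldanamycin wells; inhibitors lower the luminescence because luciferase stays unfolded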
* = called active by the depositor; ? = inconclusive; nt = no result given.

SMILES	HSF1 activator	IEC-6 tox	HSF1 inhib	HIF act	aSyn 5UTR inh	KLF5 inh	AI-2 QS mod	GSK3B inh	GSK3A inh	HSP90 refold inh
Cc1ccc(C(=O)N/C(=C\c2ccc(-c3ccc([N+](=O)[O-])cc3)o2)C(=O)NC2CCS(=O)(=O)C2)cc1 (stereo unspecified)	5	4	3	-0.2	24	-28	14	-1	1	4
CC(C)C[C@H](NC(=O)C1(c2ccccc2)CCN(C(=O)OC(C)(C)C)CC1)C(=O)N1CCC[C@H]1C(=O)O	-13	1	-6	-0.3	-8	4	2	1	-6	1
CCOC(=O)N/N=C/c1cc(OC)c(O)c(OC)c1	12	7	-11	-0.2	1	-13	14	0	-2	0
CCN1C(=O)[C@H]2[C@@H](c3ccc(OC)cc3)N3C(=O)CN(Cc4ccccc4)C(=O)[C@@]3(C)[C@H]2C1=O	-6	-9	-4	0.3	-27	4	9	-2	0	-4
O=C(NNC(=S)Nc1ccc(F)cc1)c1ccccc1OC(F)F	18	-2	6	0.2	-63	-19	-5	5	-4	-1
CCCCN(CC)CCNC(=O)CCNC(=O)Cn1ccc2ccccc2c1=O	nt	-3	nt	nt	-4	-13	1	-7	0	-3
O=C(C[n+]1ccccc1)N/N=C/c1ccccc1C(F)(F)F	1	0	6	-0.1	-15	-5	28	1	-1	6
Cc1cc(NC(=O)Cc2csc(-c3ccccc3)n2)ccc1Br	1	0	0	-0.8	-15	-7	2	1	1	2
Cc1csc(NC(=O)C2CCCCN2S(=O)(=O)c2ccccc2)n1 (stereo unspecified)	1	-2	-2	-0.5	0	-19	15	-2	-1	-1
CCCCOC(=O)c1ccc(NC(=S)NC(=O)c2ccco2)cc1	30	2	6	0.8	-37	-52	13	1	-2	1
c1ccc(C(c2nnnn2Cc2cccs2)N2CCN(C3CCCC3)CC2)cc1 (stereo unspecified)	2	-2	0	-0.1	-17	-11	35	5	-1	3
CC1CCc2c(c3ccccc3[nH]c2=O)O1 (stereo unspecified)	-5	8	-5	0.0	12	-10	24	-4	-2	0
Cc1cccc(C)c1OCC(=O)Nc1ccccc1C(=O)N1CCOCC1	-5	4	1	-0.4	-1	2	18	-4	-2	-3
CCOC(=O)C1=C(c2ccccc2)NC(=O)NC1c1ccc(O)c(Cl)c1 (stereo unspecified)	-19	-8	-21	?	8	-20	10	8	1	0
CC(C)c1ccc(C2c3[nH]c4ccccc4c3C[C@H]3C(=O)N(c4ccccc4C(=O)N4CCC[C@@H]4C(=O)O)C(=O)N23)cc1 (stereo partly specified)	-2	0	1	0.1	0	2	23	3	-2	-2
COc1cc(/C=C/C(=O)c2cccc([N+](=O)[O-])c2)cc(OC)c1OC	-7	3	-12	1.2	-62	3	2	0	0	-3
CCN(CC(=O)NC(=O)NCc1ccco1)Cc1ccccc1	16	nt	-1	1.6	7	nt	3	3	-1	nt
CC(C)OC(=O)Cn1c(=O)sc2ccccc21	1	3	-6	0.3	13	-8	0	4	-2	-4
O=C(CSc1nnnn1C1CCCCC1)NCCc1ccccc1	18	-6	-1	0.1	-25	-34	-3	7	-6	-3
Cc1ccc(C(=O)NCc2ccccn2)cc1NC1=NC2CS(=O)(=O)CC2S1 (stereo unspecified)	5	-3	4	-0.2	1	-5	19	-1	2	-6
Cc1ccc(-c2ccc(/C=N/n3cnnc3)o2)cc1	-5	3	4	-0.1	27	-36	1	-1	-5	2
CC(C)c1nc(SCC(=O)NC(=O)NC(C)(C)C)n[nH]1	0	-3	-7	-0.1	29	-15	5	1	-2	1
O=C(NCCCN1CCC(Cc2ccccc2)CC1)c1ccc2nc(N3CCOCC3)sc2c1	-5	12	-6	0.2	-40	-64	15	3	-2	2
Cc1cc(C(=O)Nc2sc3c(c2C#N)CCC(C(C)(C)C)C3)no1 (stereo unspecified)	-9	-5	3	-0.2	-26	-10	19	-1	2	-3
CCOC(=O)c1cccc(NC(=O)c2cnc3ccccc3n2)c1	-1	0	7	1.1	-106	-72	15	1	2	4
CC(=O)N1c2ccc(S(=O)(=O)N(C)CC(=O)NCc3ccccc3)cc2CC1C (stereo unspecified)	-46	4	-34	-0.7	18	14	18	6	-2	-4
Cc1ccc(-n2c(=O)[nH]cc(C(=O)Nc3ccc4c(c3)OCO4)c2=O)cc1C	-7	nt	-5	0.0	2	nt	37	1	-1	nt
S=c1[nH]nc(COc2ccc(Cl)cc2Cl)n1-c1ccccc1	-4	3	3	-1.1	8	-4	15	-3	3	5
CCOC(=O)N1CCN(C(=O)c2cn(C)c3ccc(S(=O)(=O)N4CCCC4)cc3c2=O)CC1	-7	-2	-8	0.1	8	-13	11	4	-2	-1
Cc1nn(C)c(C(=O)N2CCc3ccccc32)c1Br	7	3	-3	-0.3	9	-3	21	-26	-2	1
CCc1c(C)[nH]c2c(C)cccc2c1=O	1	-2	-6	-0.1	-20	-7	5	0	nt	0
Cc1cc(NC(=O)CCCN2C(=O)/C(=C/c3ccccc3Cl)SC2=S)no1	11	-4	-3	0.8	-28	-81	15	1	-2	4
COc1ccc(NCc2nnc(SCC(=O)Nc3ccccc3OC)o2)cc1	1	-1	-1	0.3	-27	-42	3	0	-6	3
CCc1ccc(-c2n[nH]c(=O)c3ccccc23)cc1	0	18	-4	0.3	42	-6	5	3	-3	-4
CC(=O)Nc1ccc2[nH]c(C)cc(=O)c2c1	13	1	-7	-0.2	-26	11	-2	-1	-2	-1
COc1cccc(C(C#N)N2CCCCC2)c1O (stereo unspecified)	4	-5	-1	0.0	2	-17	5	2	0	0
COc1ccc(/C=C\c2onc(C)c2S(=O)(=O)N2CCC(C(=O)NCCC(C)C)CC2)cc1	-26	-2	-10	-0.1	12	-38	23	1	-1	1
CC(C)(C)N(C(=O)Cn1nnc(-c2ccc(F)cc2)n1)C(C(=O)NC1CCCC1)c1ccncc1 (stereo unspecified)	8	4	1	-0.5	12	3	29	-4	-3	1
C/C(CC(=O)N(C(C)C)C(C)C)=N\NC(=O)c1ccccc1Br	13	-3	0	0.2	-3	-21	18	1	-2	-9
O=C(NCC1CCCO1)Nc1cc(Cl)cc(Cl)c1 (stereo unspecified)	16	5	4	0.3	-10	-18	54	-3	3	3
COc1cc2c(cc1OC)CN(Cc1cccs1)CC2	12	2	-8	-0.3	-1	-12	35	3	-1	0
O=C(c1ccncc1)N1CCN(C2CCCCC2)CC1	-2	-5	-3	0.2	1	-9	9	2	2	4
CCOC(=O)c1c(C2CCN(C(=O)OCC)CC2)nc2ccccn12	27	1	5	0.1	9	-11	26	1	-3	-1
CCCn1c(SCC(=O)Nc2cccc(S(=O)(=O)N3CCCC3)c2)n[nH]c1=O	-9	1	0	0.2	-6	-6	11	2	0	-2
O=C(COc1ccc(Cl)cc1)Nc1ccc(C(=O)NCc2cccnc2)cc1	-1	20	5	-0.2	-1	1	55	-4	3	-1
NC(=O)SCC(=O)Nc1cccc(Cl)c1	28	-2	8	0.4	9	-1	49	4	nt	2
COc1cccc(-c2nc(N3CCN(Cc4ccccc4)CC3)c3ccccc3n2)c1O	nt	10	nt	nt	nt	0	nt	nt	0	0
O=c1[nH]c2ccccc2n2c(=S)[nH]nc12	-37	5	-24	-0.2	12	-9	5	2	5	-3
C=CCNCc1cccn1-c1ccccc1	10	-1	2	nt	14	1	11	4	-3	2
Cc1cccc(C(=O)NCc2nnc(SCC(=O)Nc3nnc(C)s3)n2C)c1	13	0	-1	-1.2	-7	6	18	-4	-3	-3

New compounds follow:
SMILES	HSF1 activator	IEC-6 tox	HSF1 inhib	HIF act	aSyn 5UTR inh	KLF5 inh	AI-2 QS mod	GSK3B inh	GSK3A inh	HSP90 refold inh
C/C(=N\NC(=O)Cc1c(C)[nH][nH]c1=O)c1ccc2ccccc2c1	13	-4	-6	-0.2	-10	-27	35	5	-3	4
COc1cc(C#N)c(N=C(SCC#N)N2CCOCC2)cc1OC	18	1	-3	0.2	23	-15	9	4	-1	4
Cn1c(S(=O)(=O)Cc2ccc(Cl)cc2)nc2ccccc21	2	8	13	0.0	-65	-29	24	10	-2	2
O=C(Nc1sc2c(c1C(=O)NCC1CCCO1)CCCC2)c1cccs1 (stereo unspecified)	22	-7	12	-0.1	18	-30	10	1	12	-3
COn1c(SCC(=O)N(C)C)nc2ccccc2c1=O	31	2	2	-0.4	-4	-9	9	-2	0	-4
O=C(Nc1nnc(Cc2ccc([N+](=O)[O-])cc2)s1)c1ccc2c(c1)OCO2	4	-9	-6	0.5	-11	3	14	-2	-1	1
Cc1ccc(SCC(=O)Nc2ccccc2N2CCOCC2)cc1	-24	-8	-3	0.4	1	-11	14	1	0	1
Cc1cnc(Sc2ncccc2[N+](=O)[O-])nc1	-9	5	-7	0.4	-42	-10	13	2	0	3
Cn1cccc1C(=O)c1ccc(Cl)cc1Cl	13	-6	-5	-0.4	-10	-19	-2	-5	1	-3
C=CCc1ccc(OCC(O)CN2CCN(c3ccccc3OC)CC2)c(OC)c1 (stereo unspecified)	20	2	-2	0.0	11	-29	1	8	-2	3
COc1ccc(-n2nc(C(=O)NCC(=O)N3CCN(Cc4ccccc4)CC3)c3ccccc3c2=O)c(OC)c1	-2	10	2	-0.2	-2	12	22	-5	2	1
COc1cccc(-c2csc(N3CCN(CC(=O)Nc4ccc5c(c4)OCO5)CC3)n2)c1	-8	-1	3	-0.4	5	-19	20	2	-2	0
O=C(OCc1csc(Nc2ccccc2)n1)c1ccc(Cl)cc1	1	-2	-6	0.0	-10	-4	-2	1	0	0
O=C(c1ccc(F)cc1)N1CCC(n2nnc3ccccc32)CC1	8	-2	0	-0.3	6	-54	0	2	2	0
CCOc1ccc(N(CC(=O)Nc2c(C)n(C)n(-c3ccccc3)c2=O)S(=O)(=O)c2ccccc2)cc1	-7	0	-9	0.1	23	-25	6	4	-3	-2
O=C(O)CCC(=O)N1CCc2c([nH]c3ccccc23)C1C(F)(F)F (stereo unspecified)	13	-4	-1	-32	-11	-30	20	-3	0	-3
C=C(C)COc1ccc(-c2ncncc2-c2ccc(Cl)cc2)c(O)c1	28	-1	17	-34	-18	-31	24	-2	0	4
Nc1c(C(=O)c2ccccc2)sc2snc(SCC(=O)c3ccccc3)c12	111*	4	51	0.0	-37	-30	14	1	-2	1
